Source: PubChem (National Center for Advancing Translational Sciences (NCATS))
D2 agonist – activates the human D2 dopamine receptor; 340,000 tested, 0.53% active; P14416; HEK293 T-REx D2 cells, calcium flux agonist mode; AID 485358; activation, % at 2 µM;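 active = activation over 3 SD above normal in the single-dose calcium agonist read, cut at about 30% in these data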; also: 0% is about no effect
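Agonism scored from kinetic calcium signal (1 read/sec, 180 s) following compound pin transfer, after a 10 s baseline. Cells: HEK293 Trex line expressing inducible D2 receptor coupled to calcium, dye-loaded after overnight culture at 30 C.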
D1 ag – agonists of human D1 dopamine receptor. P21728. activation, % at 2 µM. HEK293 T-REx D1 cells, calcium flux, agonist mode. 360,000 tested, 1% active; in the data active = activation above about 30%; also: 0% is about no effect
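Agonism was scored from calcium flux recorded over 180 s (1 read/s) after pintool compound addition, following a 10-cycle baseline. Cells were inducible force-coupled HEK293 TREx D1, plated overnight at 30 C and loaded with no-wash calcium dye.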
D2 antag – D2 dopamine receptor (human) antagonism; P14416; HEK293 TREx D2 cells, calcium flux, dopamine EC80; inhibition, % at 10 µM; 340,000 tested, 2% active; AID 485344; in the data active = inhibition above about 30%; also: 0% is about no effect
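Measurement of antagonist activity uses fluorescent calcium dye in inducible HEK293 T-REx D2 cells: 10 s baseline, compound addition with 180 s read, EC80 dopamine addition with a further 180 s read.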
D1 potentiator – enhances dopamine response at the human D1 receptor; P21728; HEK293 TREx D1 cells, calcium flux, dopamine EC20 potentiation; potentiation, % at 10 µM; 360,000 tested, 0.036% active; AID 504651; in the data active = potentiation above about 30%; also: 0% is about no effect
D2 potentiator – D2 dopamine receptor (human) potentiation | potentiation, % at 10 µM | HEK293 T-REx D2, calcium flux, EC20 dopamine potentiation | P14416 | 340,000 tested, 0.34% active | AID 485347;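 active = potentiation over 3 SD above the plate norm, cut at about 30% in these data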; also: 0% is about no effect
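Tetracycline-induced HEK293 T-REx cells force-coupled to calcium signalling expressed D2; compounds were pin-added after a 10 s baseline, read kinetically 180 s, then an EC20 dopamine challenge followed with a further 180 s calcium read.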
TRHR enhancer – allosteric enhancers of human TRH receptor; AID 493056; P34981; TRHR cells, fluo-8 calcium fluorescence, EC20 TRH enhancement; 360,000 tested, 0.66% active; enhancement, % at 2 µM; in the data active = enhancement above about 30%; also: 0% is about no effect
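TRHR-expressing cells loaded with fluo-8 calcium dye were read kinetically (ex 480/em 530) during compound addition, then stimulated with an EC20 of TRH (10 nM final). Enhancement of the Gq-mediated intracellular calcium response was scored.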
D1 antag – human D1 dopamine receptor antagonism; AID 504652; activity change, negative = inhibition, % at 10 µM; P21728; HEK293 TREx D1 cells, calcium flux, dopamine EC80; stronger effect = lower value; 360,000 tested, 3.2% active; in the data active = activity change below about -30%; also: % is scaled to controls: 0 for no effect and ±100 for the full control effect
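Inducible Hek293 Trex D1 cells (tetracycline, overnight, 30 C). Calcium dye 30–90 min RT. Antagonist mode: EC80 dopamine added after 180 s compound read.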
RXFP1 ag – activates the human relaxin receptor RXFP1 | Potency, µM (series often up to 57.5 µM), without a hit: at the highest dose activation, most hits filed as activators | 370,000 tested, 0.3% active | Q9HBX9 | HEK293T-RXFP1 cAMP TR-FRET, 30 min; response scale: percent of porcine relaxin response, buffer zero | AID 2676; active = well fitted activation curve with a large enough effect; inconclusive = small, poorly fitted or top-dose-only effect; also: potency is read from the fitted curve at half-maximal effect; % is scaled to controls: 0 for no effect and ±100 for the full control effect; nearly all actives have a fitted effect of over 60% in size; many of its hits are not listed in these tables
Target sequence (Q9HBX9 whole entry, looked up): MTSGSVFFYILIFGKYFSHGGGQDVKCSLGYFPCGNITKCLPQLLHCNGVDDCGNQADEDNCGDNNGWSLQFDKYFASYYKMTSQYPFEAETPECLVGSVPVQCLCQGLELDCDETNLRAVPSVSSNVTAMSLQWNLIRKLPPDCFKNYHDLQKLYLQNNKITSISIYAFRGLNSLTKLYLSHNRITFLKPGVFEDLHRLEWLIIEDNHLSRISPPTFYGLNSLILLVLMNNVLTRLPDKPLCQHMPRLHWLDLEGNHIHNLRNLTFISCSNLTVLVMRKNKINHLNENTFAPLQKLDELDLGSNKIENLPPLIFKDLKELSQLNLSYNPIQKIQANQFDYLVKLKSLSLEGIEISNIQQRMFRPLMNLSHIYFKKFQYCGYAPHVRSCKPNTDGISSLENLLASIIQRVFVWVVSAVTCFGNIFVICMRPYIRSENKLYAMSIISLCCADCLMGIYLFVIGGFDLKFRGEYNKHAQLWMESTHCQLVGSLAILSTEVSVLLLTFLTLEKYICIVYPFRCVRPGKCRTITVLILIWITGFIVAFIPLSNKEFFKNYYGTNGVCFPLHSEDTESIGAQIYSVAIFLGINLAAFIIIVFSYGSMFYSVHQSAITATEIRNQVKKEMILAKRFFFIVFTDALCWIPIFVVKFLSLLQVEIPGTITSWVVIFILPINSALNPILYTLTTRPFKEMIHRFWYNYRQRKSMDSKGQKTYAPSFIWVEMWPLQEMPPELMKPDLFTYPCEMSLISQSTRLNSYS
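cAMP rise read by TR-FRET after 30 min, 37C compound exposure (up to 58 uM) in RXFP1-transfected HEK293 cells with Ro 20174 present. EC50 from Hill-equation fits, with 29 nM porcine relaxin as 100% and buffer as basal.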
RXFP1 antag – blocks the human relaxin receptor RXFP1 | Q9HBX9 | HEK293-RXFP1, relaxin-stimulated cAMP HTRF, 30 min; stronger effect = lower value | activity change, negative = inhibition, % at 57.5 µM | 350,000 tested, 0.59% active | AID 1259400;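 active = activity change of -60% or lower, but not beyond a set lower limit; inconclusive = change between -60% and -40%, or beyond the set limit; inactive = change above -40%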; also: % is scaled to controls: 0 for no effect and ±100 for the full control effect
Active calls of the source: *; ? = inconclusive; . = not tested or not shown.

SMILES | D2 agonist | D1 ag | D2 antag | D1 potentiator | D2 potentiator | TRHR enhancer | D1 antag | RXFP1 ag | RXFP1 antag
CC(C)Cn1c(N2CCN(C(=O)c3cccs3)CC2)nc2ccccc21 | 0.3 | 2 | -8 | 2 | -1 | -7 | -10 | -1.0% | -4
CCOC(=O)N1CCN(C(=O)c2cn(CC)c3ccc(S(=O)(=O)N(C)C4CCCCC4)cc3c2=O)CC1 | -1.9 | 3 | -17 | 2 | -2 | -4 | -27 | 3.4% | 11
Cc1ccc2cc(C)c(N3CCC(C)CC3)nc2c1 | 0.9 | 6 | 13 | 0 | -19 | -6 | 1 | 1.5% | 1
O=C(CSc1ccc(Cl)cc1)N/N=C/c1ccc([N+](=O)[O-])o1 | -0.5 | 9 | 21 | -11 | 1 | -2 | -34* | 2.5% | -39
O=C(NCC(=O)N1CCCCCC1)c1ccc(OC(F)F)cc1 | -1.9 | 0 | 18 | 2 | -1 | 0 | 13 | -1.2% | -3
COc1ccccc1CNC(=O)CCC1N=C2c3ccccc3N=C(SCC(=O)Nc3ccc(F)cc3)N2C1=O (configuration not stated) | 0.5 | -2 | . | -3 | 2 | -6 | -27 | 2.4% | -5
O=C1c2ccccc2C(=O)N1CCCCN(C(=O)c1cc2ccccc2oc1=O)c1ccc(Cl)cc1 | -0.3 | 2 | 4 | -2 | 4 | 5 | -21 | 0.2% | -8
Cc1ccccc1N(C(=O)CNC(=O)c1cccs1)C(C(=O)NC1CCCC1)c1ccncc1 (configuration not stated) | -0.1 | 0 | -27 | 11 | 10 | 0 | -1 | -1.5% | 16
O=C(c1cccs1)N1CCCc2cc(NS(=O)(=O)c3ccc(F)cc3F)ccc21 | 0.3 | 0 | . | 0 | 11 | -3 | 5 | 0.0% | -4
CCN(CC)C(=O)CSc1nnc(-c2cccnc2)n1Cc1ccccc1 | 0.0 | 2 | -4 | 2 | 3 | -8 | -2 | 4.3% | -8
COCCNC(=O)CSc1ncnc2sccc12 | 0.9 | 0 | 10 | -1 | -4 | 4 | -6 | 3.3% | 9
O=[N+]([O-])c1ccc(N=Cc2ccc(Br)c([N+](=O)[O-])c2)cc1 | 0.4 | 2 | 7 | -3 | 1 | 6 | -2 | -0.7% | 4
CC(NC(=S)NCCc1ccccc1)C(c1cccs1)N1CCN(Cc2ccccc2)CC1 (configuration not stated) | . | 4 | . | -7 | . | 2 | -20 | 0.5% | 7
OCC[C@@H]1C[C@@H](O)[C@H](O)[C@]2(Cc3ccccc3O2)O1 | -0.1 | 0 | 1 | 3 | 8 | 2 | -18 | -2.0% | .
COc1ccc(S(=O)(=O)Nc2nc3ccccc3nc2Nc2cccc(C(=O)O)c2)cc1 | -0.2 | 3 | -2 | -7 | 8 | 4 | -16 | 3.0% | 0
COC(=O)C(C)Sc1nnc(Cc2cc(=O)[nH]c(=O)[nH]2)n1-c1ccc(OC)cc1 (configuration not stated) | 0.7 | 2 | -1 | 0 | -11 | -1 | 3 | 1.1% | .
CCOc1ccccc1Nc1nc(-c2sc(NC(=O)c3ccco3)nc2C)cs1 | -0.6 | 2 | -1 | -8 | -4 | 0 | 1 | -0.6% | .
COC(=O)c1ccc(OC(=O)c2ccccn2)cc1 | -1.0 | 0 | 18 | 4 | -12 | -8 | 5 | 0.2% | 8
CCCCS(=O)(=O)c1oc(-c2cccs2)nc1S(=O)(=O)c1ccc(F)cc1 | 8.0 | 81* | . | 4 | 11 | -1 | 1 | 0.7% | -76*
O=C(COC(=O)Cc1n[nH]c(=O)c2ccccc12)Nc1ccc(Cl)cn1 | -0.4 | 1 | 4 | 3 | -1 | -2 | 10 | 3.1% | 9
CC(OC(=O)Cc1ccccc1[N+](=O)[O-])C(=O)NC(=O)NC1CCCCC1 (configuration not stated) | -0.4 | 9 | 14 | -2 | -7 | 3 | -5 | 0.1% | -4
O=C(C[n+]1cccc(C(=O)N/N=C/c2cccc([N+](=O)[O-])c2)c1)c1ccccc1 | 0.4 | 0 | 4 | -6 | 12 | -2 | 2 | 1.6% | 4
COC(=O)c1ccccc1NCC(=O)c1ccc(OC)cc1 | 0.1 | 0 | 13 | 10 | -2 | 0 | -3 | 1.1% | 3
COc1ccc(C2CC2C(C)=O)cc1 (configuration not stated) | 1.3 | 2 | -24 | -1 | 3 | 3 | 6 | 0.3% | -12
O=C(c1cc2c(s1)-c1ccccc1OC2)N1CCN(c2ccc(F)cc2)CC1 | 0.4 | 2 | . | -1 | -4 | 2 | 4 | ? | -11
COc1cccc(C(=O)N2CCSC2=S)c1 | 1.0 | 1 | -5 | -8 | -5 | -4 | -9 | -1.7% | 1
CCOc1ccc(N(C(=O)c2snc(C(N)=O)c2N)C(C(=O)NC2CCCC2)C(C)C)cc1 (configuration not stated) | -1.0 | 1 | -5 | 6 | 31* | 0 | -14 | 0.7% | -6
CCOC(=O)C1CCN(C(=O)c2cc3cc(C)ccc3[nH]2)CC1 | 0.4 | 1 | -3 | -4 | -5 | -8 | -19 | 1.4% | 1
COc1ccc(N2CCN(C(=O)CSc3n[nH]c(-c4ccccc4Cl)n3)CC2)cc1 | 0.9 | 0 | . | -1 | 17 | -2 | -7 | 0.9% | -11
CC(=O)/C=C1\SC(CC(=O)O)C(=O)N1c1ccccc1 (configuration not stated) | 0.3 | 1 | 12 | 1 | 17 | 1 | -8 | 0.3% | 9
Cn1c(SCC(=O)Nc2cccc3ccccc23)nc(O)cc1=O | 0.4 | 2 | -12 | -4 | . | -1 | -7 | 1.8% | -11
CC(=O)NS(=O)(=O)c1ccc2c(c1)Cc1cc(S(=O)(=O)NC(C)=O)ccc1-2 | -0.1 | 1 | 10 | -10 | 7 | 0 | -11 | -3.0% | 8
O=C(Cn1ncc2c1-c1ccccc1OC2)N1CCN(Cc2ccc3c(c2)OCO3)CC1 | 2.0 | -1 | -10 | 0 | 3 | -6 | -5 | 0.5% | 3
COc1cc(Cl)ccc1OCc1cc(C(=O)N2C[C@H]3CC[C@H]2C3)no1 | -0.2 | 4 | 16 | -14 | -5 | -4 | -6 | 0.6% | -9
CN(C)CCCNCCCNC(=O)/C(=N\O)c1ccccn1 | 1.5 | 3 | 3 | -3 | -7 | -2 | -3 | -1.1% | 4
O=C(CCC1N=C2c3ccccc3N=C(SCc3ccccc3F)N2C1=O)NC1CCCCC1 (configuration not stated) | 0.1 | -2 | . | -2 | -11 | 2 | 2 | 3.8% | -37
COc1cccc(C(C(=O)NCc2ccco2)N(Cc2ccco2)C(=O)Cn2nnc3ccccc32)c1 (configuration not stated) | 0.0 | 6 | -9 | -1 | -2 | 13 | -33* | -0.4% | 10
CC(C)Sc1oc(-c2ccco2)nc1S(=O)(=O)c1ccc(F)cc1 | -0.1 | 0 | -2 | 0 | 12 | -1 | -2 | 1.1% | -11
Cc1ccc(NC(=O)Cn2cc(C(=O)c3ccco3)c3ccccc32)cc1 | 0.2 | 6 | . | -6 | 8 | 0 | -30 | 4.6% | -7
COc1ccccc1Cc1noc(C(C)(C)NC(=O)c2ccccc2)n1 | -1.6 | 0 | 4 | 0 | 11 | 1 | -29 | -1.2% | -1
O=C(COc1ccc(-n2ccnc2)cc1)Nc1cccc(Cl)c1 | 1.0 | 11 | 16 | -8 | 1 | -3 | -16 | 1.7% | -19
O=C(COC(=O)C1CCN(S(=O)(=O)c2cccs2)CC1)c1cc2ccccc2o1 | 0.6 | 8 | 1 | -5 | -1 | -5 | -21 | 0.9% | 0
COCCN(Cc1ccccc1)C(=O)c1cccc(S(=O)(=O)N(C)c2c(C)n(C)n(-c3ccccc3)c2=O)c1 | 1.3 | 3 | -6 | 1 | 13 | -4 | 3 | 2.1% | -10
O=C(N/N=C/c1ccccc1C(=O)O)c1ccc(COc2cccc3cccnc23)cc1 | 7.4 | 8 | 9 | -11 | -3 | 5 | 0 | -0.2% | -6
CCC(=O)Nc1ccc(S(=O)(=O)NCCc2ccccc2)cc1 | 0.3 | 9 | 8 | -2 | 28 | -2 | -3 | 0.3% | -3
Cc1ccc(S(=O)(=O)/N=C/c2ccco2)cc1 | -1.3 | 2 | -7 | -1 | 7 | 3 | -4 | -0.8% | 9
CCCCOc1cccc(C(=O)N(Cc2ccc(C)o2)c2ccccn2)c1 | . | 3 | . | -1 | -10 | 4 | -16 | -3.7% | .
CC1CCN(S(=O)(=O)c2ccc3[nH]c(=O)c(=O)[nH]c3c2)CC1 | -0.8 | 4 | -4 | 0 | -7 | -3 | 4 | 4.5% | -7
COc1ccc(Cl)cc1NC(=O)CN(C)Cc1cccs1 | -2.3 | 8 | -3 | -5 | 17 | -1 | 1 | -0.3% | -8
Cc1nc(-c2nc(CC(=O)NNC(=O)c3ccc(Cl)cc3)cs2)cs1 | 0.5 | 2 | -2 | 3 | -4 | 2 | -8 | -4.3% | 4
CCCCNC(=O)c1ccc(CS(=O)(=O)c2cccc(C(F)(F)F)c2)o1 | . | 7 | . | 1 | . | -12 | -7 | 1.4% | -16
Cc1cc([N+](=O)[O-])nn1CC(=O)N1CCN(Cc2ccccc2)CC1 | 1.6 | 1 | -12 | 5 | 18 | -8 | -1 | 0.1% | 2
Cc1ccc(CNC(=O)C2CCN(S(=O)(=O)c3ccc(Br)s3)CC2)cc1 | 1.3 | 3 | -12 | 0 | 13 | 1 | 5 | -1.3% | -14
COc1ccc(-n2c(CNC(=O)COc3ccc(Cl)cc3)n[nH]c2=S)cc1 | 0.5 | -1 | -27 | 1 | 0 | 0 | 3 | 0.7% | 5

Ordered by number of heavy atoms (rising): three of the compounds above.
SMILES | D2 agonist | D1 ag | D2 antag | D1 potentiator | D2 potentiator | TRHR enhancer | D1 antag | RXFP1 ag | RXFP1 antag
Cc1ccc(CNC(=O)C2CCN(S(=O)(=O)c3ccc(Br)s3)CC2)cc1 | 1.3 | 3 | -12 | 0 | 13 | 1 | 5 | -1.3% | -14
O=C(COC(=O)C1CCN(S(=O)(=O)c2cccs2)CC1)c1cc2ccccc2o1 | 0.6 | 8 | 1 | -5 | -1 | -5 | -21 | 0.9% | 0
COCCN(Cc1ccccc1)C(=O)c1cccc(S(=O)(=O)N(C)c2c(C)n(C)n(-c3ccccc3)c2=O)c1 | 1.3 | 3 | -6 | 1 | 13 | -4 | 3 | 2.1% | -10

In a second layout: results already given
compound,D2 agonist,D1 ag,D2 antag,D1 potentiator,D2 potentiator,TRHR enhancer,D1 antag,RXFP1 ag,RXFP1 antag
Cc1cc([N+](=O)[O-])nn1CC(=O)N1CCN(Cc2ccccc2)CC1,1.6,1,-12,5,18,-8,-1,0.1%,2
Cc1ccc(CNC(=O)C2CCN(S(=O)(=O)c3ccc(Br)s3)CC2)cc1,1.3,3,-12,0,13,1,5,-1.3%,-14

The list is partial; the hit share may differ from the screen's.
